High-throughput results (PubChem BioAssay)
PKM2 act: qHTS Assay for Activators of Human Muscle isoform 2 Pyruvate Kinase; AID 1631, 2009; Potency, µM (highest dose often 57.5 µM), for the others: at the top dose activation, hits mostly activators; actives 0.34% (n = 260,000); purified PKM2, Kinase-Glo ATP luminescence, activation; response scale: 0% is enzyme alone, no compound; further: potency means the concentration at half of the fitted maximal effect; on the % scale 0 is the no-effect control and ±100 the full control effect; nearly all actives have a fitted effect of over 55% in size
Target sequence (P14618 whole entry, looked up, canonical isoform): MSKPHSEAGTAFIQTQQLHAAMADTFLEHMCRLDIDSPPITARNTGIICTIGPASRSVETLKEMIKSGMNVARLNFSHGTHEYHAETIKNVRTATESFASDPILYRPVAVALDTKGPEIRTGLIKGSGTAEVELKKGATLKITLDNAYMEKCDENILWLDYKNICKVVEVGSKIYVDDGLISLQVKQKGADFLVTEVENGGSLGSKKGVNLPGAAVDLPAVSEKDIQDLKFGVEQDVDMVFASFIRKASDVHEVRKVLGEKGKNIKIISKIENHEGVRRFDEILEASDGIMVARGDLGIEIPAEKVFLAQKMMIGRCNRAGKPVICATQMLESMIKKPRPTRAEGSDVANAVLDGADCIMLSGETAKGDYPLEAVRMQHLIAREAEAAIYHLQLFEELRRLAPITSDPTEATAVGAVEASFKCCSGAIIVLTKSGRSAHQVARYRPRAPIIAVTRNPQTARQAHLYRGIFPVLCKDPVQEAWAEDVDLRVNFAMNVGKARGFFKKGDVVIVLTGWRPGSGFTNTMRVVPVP
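Kinase-Glo luminescence reports ATP generated from ADP (0.1 mM) and PEP (0.5 mM) by purified hPK-M2 after 1 h at room temperature, pH 7.2 imidazole buffer; intermediate enzyme activity allows detecting inhibitors and activators.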
Menin MLL FP TR: qHTS Assay for Inhibitors Targeting the Menin-MLL Interaction in MLL Related Leukemias: Competition With Texas Red Labeled MLL-derived Mutant Peptide. actives 0.23% (n = 270,000). AID 1768, 2009. Potency, µM (series often up to 61.6 µM), without a hit: at the top dose FP activity change, negative = inhibition, hits mostly inhibitors. Menin + Texas Red MLL mutant peptide, fluorescence polarization; active means well fitted inhibition curve with a large enough effect in the polarisation, with a control signal flat, not every such curve was filed as active; inconclusive means small, poorly fitted or top-dose-only effect, or effect the other way, or a change in a side signal; inactive means no such curve, though single readings can be large or run the other way; the % refers to the polarisation; further: potency means the concentration at half of the fitted maximal effect; % of control where 0% means no effect; many of its hits are not listed in these tables
MBNL1-CUG inh: qHTS Assay for Inhibitors of MBNL1-poly(CUG) RNA binding; Muscleblind-like protein 1 (Homo sapiens), Q9NR56; TR-FRET MBNL1-His/biotin-(CUG)12 binding, 665/545 ratio; Potency, µM (series often up to 57.5 µM), without a hit: at the top dose activity change, negative = inhibition, actives largely listed as inhibitors; actives 0.036% (n = 280,000); active means well fitted inhibition curve with a large enough effect in the signal ratio, with a control signal flat, not every such curve was filed as active; inconclusive means small, poorly fitted or top-dose-only effect, or effect the other way, or a change in a side signal; inactive means no such curve, though single readings can be large or run the other way; the % refers to the signal ratio; further: potency means the concentration at half of the fitted maximal effect; on the % scale 0 is the no-effect control and ±100 the full control effect
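Inhibition of protein-RNA binding appears as loss of TR-FRET between terbium anti-His antibody on MBNL1-His and streptavidin-XL665 on biotin-(CUG)12. Activity is normalized to buffer-only and uninhibited-complex controls.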
hERG WT inh: qHTS for Inhibitors of KCHN2 3.1: Wildtype qHTS | Voltage-gated inwardly rectifying potassium channel KCNH2 (Homo sapiens), Q12809 | U2OS, BacMam KCNH2, thallium flux FluxOr; stronger effect = lower value | activity change, % at 1.84 µM | actives 0.37% (n = 340,000);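 active means maximum activity change below -70%; inconclusive means maximum activity change between -70% and -50%; inactive means maximum activity change above -50%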; further: on the % scale 0 is the no-effect control and ±100 the full control effect
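U2OS cells were transduced with wild-type KCNH2 virus (2.03 x 10^8 / mL) for 4 h at room temperature, then cultured overnight at 37 C. Thallium flux was read with FluxOr dye. Rate constants were normalized to DMSO controls.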
Chronic BCR inh: qHTS Assay to Find Inhibitors of Chronic Active B-Cell Receptor Signaling | actives 0.05% (n = 340,000) | Potency, µM (series often up to 46.1 µM), for the others: at the top dose ratio change, negative = lower green/red ratio, usual class: inhibitors | AID 493014, 2011 | ABC-DLBCL IkBa-CBG/CBR reporter, luminescence ratio, 4 h; active means well fitted inhibition curve with a large enough effect in the signal ratio, with a control signal flat, not every such curve was filed as active; inconclusive means small, poorly fitted or top-dose-only effect, or effect the other way, or a change in a side signal; the % refers to the signal ratio;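 further: potency means the concentration at half of the fitted maximal effect; plate controls were basal doxycycline-induced cells for no effect and cells given 10 µM MG132 for full effect; MG132 reads +100%, hits lower the ratio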
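TMD8 ABC-DLBCL cells carrying doxycycline-inducible green luciferase fused to IkappaBalpha plus unfused red luciferase were exposed to compounds (up to 46 uM) for 4 hrs at 37C. Activity came from the overlap-corrected green/red luminescence ratio.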
Mito fusion yeast: qHTS Assay for Small Molecule Inhibitors of Mitochondrial Division or Activators of Mitochondrial Fusion | S. cerevisiae fusion-defective mutant growth rescue, CellTiterGlo 48 h | actives 0.23% (n = 320,000) | Potency, µM (doses to about 46.1 µM), without a hit: at the highest dose growth rescue (activation), hits mostly activators;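 further: potency means the concentration at half of the fitted maximal effect; % of control where 0% means no effect; nearly all actives have a fitted effect of over 45% in size; temperature-sensitive fusion mutants such as fzo1-1 at 37 °C on non-fermentable ethanol glycerol medium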
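Read-out: ATP-based luminescence (CellTiterGlo, 10 min ambient) reporting growth of fusion-defective ts yeast after 48 hours at 37C on glycerol/ethanol YPEG medium in the presence of compound.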
USP2a block: qHTS Assay for Inhibitors of Ubiquitin-specific Protease USP2a Using CHOP2 as the Reporter; Ubiquitin carboxyl-terminal hydrolase 2 (Homo sapiens), O75604; USP2 core, Ub-CHOP2 coupled fluorogenic reporter, 485/531; Potency, µM (series often up to 38.3 µM), without a hit: at the top dose activity change, negative = inhibition, usual class: inhibitors; actives 0.01% (n = 330,000);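 further: potency means the concentration at half of the fitted maximal effect; plate controls were DMSO wells for no effect and full inhibition by NEM control for full effect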
Target sequence (O75604 whole entry, looked up): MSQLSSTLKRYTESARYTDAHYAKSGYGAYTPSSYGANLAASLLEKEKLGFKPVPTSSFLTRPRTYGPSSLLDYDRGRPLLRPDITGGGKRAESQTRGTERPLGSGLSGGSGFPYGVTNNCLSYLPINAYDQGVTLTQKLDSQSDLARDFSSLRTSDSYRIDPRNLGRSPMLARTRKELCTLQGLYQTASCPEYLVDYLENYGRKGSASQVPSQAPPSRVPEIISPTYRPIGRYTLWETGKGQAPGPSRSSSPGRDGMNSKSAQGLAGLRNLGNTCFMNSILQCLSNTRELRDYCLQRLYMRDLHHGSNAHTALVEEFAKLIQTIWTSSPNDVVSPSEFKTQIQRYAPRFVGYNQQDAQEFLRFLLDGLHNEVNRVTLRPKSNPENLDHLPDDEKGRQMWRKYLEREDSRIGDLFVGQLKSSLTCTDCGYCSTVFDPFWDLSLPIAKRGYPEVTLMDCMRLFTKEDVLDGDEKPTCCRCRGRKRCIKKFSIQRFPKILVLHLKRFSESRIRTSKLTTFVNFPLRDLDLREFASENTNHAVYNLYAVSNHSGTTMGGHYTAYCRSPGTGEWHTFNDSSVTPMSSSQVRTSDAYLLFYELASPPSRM
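USP2 core (10nM final) preincubated 30min RT with compound in 20mM Tris-HCl pH 8.0, 2mM CaCl2, 2mM beta-mercaptoethanol, 0.05% CHAPS; 25nM Ub-CHOP2 plus 25nM reporter substrate added, fluorescence (Ex485/Em531) read after 60min.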
ASM inhibitor: Inhibitors of Secretory Acid Sphingomyelinase (S-ASM): qHTS | actives 0.006% (n = 340,000) | Sphingomyelin phosphodiesterase (Homo sapiens), P17405 | Potency, µM (doses to about 57.5 µM), inactives show at the top dose activity change, negative = inhibition, usual class: inhibitors | placental ASM, HMU-PC fluorogenic substrate, 60 min; further: potency means the concentration at half of the fitted maximal effect
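Human placenta-derived ASM preincubated with compound 10 min at room temperature, then reacted with 9 uM (final) fluorogenic HMU-PC substrate for 60 min at 37 C. Stop solution raises pH to 10; fluorescence read at Ex 386/Em 447 nm.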
TSHR antag: Antagonists of the Thyroid Stimulating Hormone Receptor: HTS campaign. AID 504810, 2011. TSHR-expressing cells, TSH-stimulated cAMP HTRF, 2 h; stronger effect = lower value. activity change, negative = inhibition, % at 11.5 µM. Thyrotropin receptor (Homo sapiens), P16473. actives 0.2% (n = 330,000);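 active means activity change below a set negative limit, meaning inhibition stronger than a set level, cut at about -70% in these data; inconclusive means activity change between two set negative limits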; further: on the % scale 0 is the no-effect control and ±100 the full control effect
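Freshly harvested TSHR cells receive pin-tooled compound, then EC80 TSH at 4nM final. After 2 hours at 37 deg C, antibody in lysis buffer and cAMP-d2 are added; 30 minutes at ambient temperature precede the HTRF read.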
GALK inhibitor: qHTS Assay for Inhibitors of Human Galactokinase (GALK). Purified GALK, Kinase-Glo residual ATP luminescence. Potency, µM (highest dose often 57.5 µM), for inactives: at the highest dose activity change, negative = inhibition, actives largely listed as inhibitors. P51570. actives 0.007% (n = 270,000); further: potency means the concentration at half of the fitted maximal effect; on the % scale 0 is the no-effect control and ±100 the full control effect
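Quantitative HTS: GALK 5 nM, ATP 35 uM, galactose 100 uM, 1 h room temperature, then luciferase-based ATP detection.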
Eya2 phos inh: qHTS Assay for Inhibitors of the Phosphatase Activity of Eya2; actives 0.006% (n = 330,000); recombinant Eya2, OMFP fluorescence dephosphorylation (OMFP is methylfluorescein phosphate); Potency, µM (top dose mostly 76.9 µM), inactives show top-dose activity, negative = inhibition, actives largely listed as inhibitors; Protein phosphatase EYA2 (Homo sapiens), O00167; further: potency means the concentration at half of the fitted maximal effect; on the % scale 0 is the no-effect control and ±100 the full control effect
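Eya2 protein (added as 0.2 uM solution) was preincubated with compound for 10 min at ambient temperature in 50 mM HEPES pH 7.5, 50 mM NaCl, 5 uM MgCl2, 0.05% BSA, 1 mM DTT. OMFP (added at 50 uM) then reacted 10 min; fluorescence read at 485/525 nm.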
* = called active by the depositor; u = inconclusive; x = not tested or not shown; [ ] = another dose, or the depositor's remark. Unless noted, the call rests on the fitted dose curve; in most records, active means well fitted curve in the direction sought with a large enough effect; inconclusive means small, poorly fitted or top-dose-only effect, or another doubt; inactive means no such curve, though single readings can be large; an effect the other way counts as inactive or inconclusive. Only part of the results is shown. The share of hits here may be higher or lower than overall.

SMILES	PKM2 act	Menin MLL FP TR	MBNL1-CUG inh	hERG WT inh	Chronic BCR inh	Mito fusion yeast	USP2a block	ASM inhibitor	TSHR antag	GALK inhibitor	Eya2 phos inh
COc1ccc(S(=O)(=O)N2CCc3ccccc32)cc1C(=O)OCc1nnc(-c2ccccc2)o1	0%	4%[11.7 µM]	-17%	-4	2%	-2%	0%	-4%	-3	2%	9%
CCOc1ccccc1CN1C(=O)C2(OCCO2)c2ccccc21	0%	-4%	6%	0	3%	3%	-2%	-2%	-3	6%	8%
CC(=O)Nc1ccc(C#Cc2ccc(NC(C)=O)cc2)cc1	0%	u	-19%	-14	u	-2%	3%	4%	33	-1%	7%
COc1cccc(NC(=O)Nc2cccs2)c1	-2%	u	11%	-4	2%	1%	-5%	-2%	10	-3%	-2%
Cc1n[nH]c(=O)c2c(NC(=O)CSc3ccccc3F)oc(C)c12	x	x	x	-7	8%	3%	1%	-2%	-12	x	9%
Cc1cc(C)nc(SCc2cc(=O)c(OC(=O)c3ccc(S(=O)(=O)N4CCCC4)cc3)co2)n1	u	11%	-7%	-11	-7%	1%	0%	x	-1	1%	0%
CCCc1nnc(NC(=O)CCC(=O)N2CCCCC2CC)s1 (stereo not drawn)	4%	4%	-2%	1	1%	0%	-1%	2%	-7	0%	11%
Cc1cccc(C(=O)N(NC(=O)Oc2ccccc2)C(C)(C)C)c1	-6%	5%	-8%	-11	1%	0%	0%	1%	46	0%	0%
CCOc1ccccc1NC(=O)c1cc2ccccc2oc1=O	-3%[11.5 µM]	-1%	2%	-3	u	-1%	1%	-4%	-2	7%	-3%
O=C(c1ccc(N2CCCCC2)c([N+](=O)[O-])c1)N(c1ccccn1)c1ccccn1	1%	u	u	2	3%	-2%	-1%	-2%	0	-2%	2%
O=C(CSc1nc2ccccc2c(=O)n1-c1ccccc1)N1CCc2ccccc2C1	-2%	2%	4%	1	-1%	-20%	1%	1%	1	x	-3%
CCOc1ccc(CC(=O)N2N=C(C)CC2(O)C(F)(F)F)cc1 (stereo not drawn)	-5%	-6%	9%	0	0%	-2%	4%	-1%	-5	1%	-3%
COc1cc2c(cc1OC)C(COc1ccc(F)cc1)N(C(C)=O)CC2 (stereo not drawn)	x	u	-3%	0	u	0%	-1%	3%	3	x	0%
Cc1ccc(N(C(=O)CNC(=O)c2ccco2)C(C(=O)NC2CCCCC2)c2cccnc2)c(C)c1 (stereo not drawn)	2%	-11%	-6%	10	3%	0%	1%	6%	0	-1%	-6%
Cc1ccc(C)n1-n1c(C)nc2sc3c(c2c1=O)CCCCC3	0%	-23%	2%	3	2%	u	1%	-3%	-2	1%	3%
O=C(CN1C(=O)S/C(=C/c2ccncc2)C1=O)Nc1ccccc1	-2%	x	17%	-16	u	-5%	0%	-1%	-17	-3%	-1%
COCCCNC(=O)c1oc2ccc(S(=O)(=O)N3CCOCC3)cc2c1C	0%	-7%	-6%	3	-8%	2%	-2%	0%	-6	6%	-4%
C/C=C(\C)CN1CCC(Oc2ccc(C(=O)NCc3ccccn3)cc2)CC1	-11%	x	-6%	-28	-6%	0%	2%	3%	4	1%	2%
CCNC(=O)N1CCCC(C(=O)c2ccc(C(F)(F)F)cc2)C1 (stereo not drawn)	2%	2%	3%	-5	3%	11%	-1%	5%	8	-3%	4%
CN(Cc1ccon1)C(=O)CCc1nnc(CCCCc2ccccc2)o1	-31%	-7%	3%	2	20%	-1%	0%	1%	-9	0%	1%
O=C(Nc1nc(-c2ccc3c(c2)OCO3)cs1)c1ccncc1	-4%	5%	u	0	-1%	1%	1%	-4%	u	2%	5%
CCCc1cc(=O)oc2cc(C)cc(OCC(=O)NCCCn3ccnc3)c12	-1%[0.46 µM]	-15%	1%	5	3%	2%	2%	0%	-1	-1%	-17%
COc1ccc(N2CCN(C(CNC(=O)C3CCCCC3)c3cccnc3)CC2)cc1 (stereo not drawn)	-3%	u	-21%	1	7%	-2%	1%	3%	-1	5%	-12%
S=C(Nc1cccnc1)Nc1ccccc1Br	-44%	-4%	1%	-3	-1%	0%	3%	6%	-3	-1%	3%
Cc1ccc(C(=O)NC(C(=O)Nc2cccc(S(N)(=O)=O)c2)C(C)C)cc1 (stereo not drawn)	5%	x	x	2	-11%	-1%	1%	4%	-4	-3%	2%
COc1ccccc1N1CCN(C(=O)CSc2nnnn2C2CC2)CC1	x	x	x	5	3%	-1%	2%	4%	-2	x	-33%
CC1=C(C(N)=O)C(c2ccccc2)n2nc(-c3ccncc3)nc2N1 (stereo not drawn)	1%	21%	-5%	2	3%	0%	3%	3%	-1	2%	8%
O=C(OCc1ccccc1)c1cc(S(=O)(=O)N2CCCCC2)ccc1N1CCOCC1	x	x	x	-3	-9%	17%	4%	-1%	-12	x	0%
O=C(CNC(=O)c1ccccc1)NC1(C(=O)NC2CCCC2)CCCCC1	-28%	19%	2%	-1	2%	1%	2%	1%	-5	-2%	-11%
Cc1onc(-c2ccccc2)c1C(=O)Nc1cc(C(F)(F)F)ccc1N1CCOCC1	-19%	3%	0%	4	u	4%	-8%	-11%	-2	4%	9%[15.4 µM]
COC(=O)C1=C(NC(=O)C2CCCCC2)CCS1	1%	-1%	0%	-13	4%	1%	-3%	8%	-17	1%	-9%
COc1ccc2c(c1)-c1nc(/N=C/c3ccccc3O)sc1CC2	1%	6%	x	-21	3%	16%	1%	1%	-3	1%	-7%
CC(=O)Nc1ccccc1NC(=O)c1ccccc1-c1ccccc1	0%	12%	-5%	3	-2%	0%	-2%	-2%	5	1%	-9%
COc1ccc(-c2[nH]ncc2CN2CCN(C3CCCCC3)C(=O)C2)cc1F	20%	-4%	1%	8	-36%	-2%	3%	4%	-3	1%	3%
CC1(C)C(=O)OC(c2ccc([N+](=O)[O-])cc2)C(C)(C)C1=O (stereo not drawn)	x	u	u	-32	-1%	6%	0%	1%	-25	-1%	-22%
CC(C)C1Cc2c(C#N)c(N)n(C)c(=S)c2CO1 (stereo not drawn)	-2%	8%	u	2	u	0%	-1%	-2%	-11	0%	20%
CCCCn1c(=O)[nH]c(=O)c2c1nc(-c1ccc(OC)c(Br)c1)n2CC(C)C	3%	u	4%	2	-9%	20%	-1%	-17%	20	-1%	-11%
O=C(Cn1nnc(-c2ccncc2)n1)N(C1CCCCC1)C1CCCCC1	1%	u	1%	-6	u	9%	0%	2%	24	0%	-12%
O=C(NCc1ccncc1)c1ccc2nc(Cc3ccccc3F)oc2c1	3%	x	-9%	-8	2%	3%	4%	2%	0	-7%	3%
CCOC(=O)Cn1nc(/C=C/c2ccc(C(C)C)cc2)ccc1=O	3%	u	u	7	u	-5%	0%	6%	-2	1%	-20%
CC1CCN(C(c2nnnn2CCc2ccccc2)C(C)C)CC1 (stereo not drawn)	-11%	9%	-10%	-3	10%	9%	-6%	1%	-1	3%	-15%
O=C1C(Cl)=C(N2CCOCC2)C(=O)N1c1ccccc1Cl	u	9%	-3%	-15	3%	-3%	2%	5%	-1	-1%	3%
CCOc1ccc(Br)cc1S(=O)(=O)Nc1cccc(S(=O)(=O)N(C)c2ccccc2)c1	-1%	u	9%	8	u	15%	-4%	-3%	-3	-3%	-1%
